Bioassay records: PubChem BioAssay, Johns Hopkins Ion Channel Center
TMEM16A inh = TMEM16A chloride channel inhibitors, primary screen, cell-based, HTS; AID 588511, 2011; Anoctamin-1 (Mus musculus), Q8BHY3; normalized B-score (activity score, 25-100; higher = stronger inhibition) at 10 µM; 1.2% of 310,000 active; HEK293 TMEM16A/YFP iodide influx fluorescence, ionomycin;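 active = ratio plate-corrected score three or more library SD toward inhibition, starting fluorescence score within five deviations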;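 also: score derived from kinetic fluorescence span divided by baseline fluorescence per well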
Target sequence (Q8BHY3 whole entry, looked up): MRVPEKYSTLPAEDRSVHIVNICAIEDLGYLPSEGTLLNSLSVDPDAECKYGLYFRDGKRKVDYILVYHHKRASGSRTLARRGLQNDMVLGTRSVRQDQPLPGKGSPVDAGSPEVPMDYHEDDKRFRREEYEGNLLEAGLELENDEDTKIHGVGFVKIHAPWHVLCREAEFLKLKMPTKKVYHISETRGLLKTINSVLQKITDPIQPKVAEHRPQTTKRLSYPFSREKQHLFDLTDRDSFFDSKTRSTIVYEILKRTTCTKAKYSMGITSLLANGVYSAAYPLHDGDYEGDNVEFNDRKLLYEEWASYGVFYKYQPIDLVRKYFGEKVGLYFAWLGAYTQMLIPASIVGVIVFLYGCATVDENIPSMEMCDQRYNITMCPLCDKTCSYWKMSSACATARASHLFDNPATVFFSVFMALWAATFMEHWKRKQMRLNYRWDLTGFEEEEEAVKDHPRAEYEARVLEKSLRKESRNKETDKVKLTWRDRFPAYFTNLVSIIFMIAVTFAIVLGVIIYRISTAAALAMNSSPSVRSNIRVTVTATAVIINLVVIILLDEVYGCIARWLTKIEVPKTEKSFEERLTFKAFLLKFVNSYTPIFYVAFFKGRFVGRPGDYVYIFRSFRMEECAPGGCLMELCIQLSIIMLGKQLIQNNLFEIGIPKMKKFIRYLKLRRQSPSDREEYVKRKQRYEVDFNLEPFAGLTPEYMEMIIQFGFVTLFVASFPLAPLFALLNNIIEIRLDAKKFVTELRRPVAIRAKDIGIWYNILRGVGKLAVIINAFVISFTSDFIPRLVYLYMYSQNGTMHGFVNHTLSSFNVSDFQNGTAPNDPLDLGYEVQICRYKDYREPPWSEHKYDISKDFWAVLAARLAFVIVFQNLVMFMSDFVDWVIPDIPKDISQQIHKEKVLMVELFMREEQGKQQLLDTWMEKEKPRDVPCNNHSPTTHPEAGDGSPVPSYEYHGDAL
TRPC4 PAM = positive allosteric modulators of TRPC4, primary screen, cell-based, mouse TRPC4beta, HEK293 mu-opioid, Fluo-4 calcium; DAMGO EC20, Fluo-4 Ca2+ flux; stronger effect = higher value; B-score at 10 µM; 0.42% of 310,000 active; AID 2227, 2009;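 active = B-score of calcium response area above 5 SD of library B-scores, with initial fluorescence ratio within 5 SD of library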;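 also: B-score of integrated fluorescence ratio over time as area under calcium response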
TRPC4 block = inhibitors of mouse TRPC4 channel, primary screen, Fluo4 calcium, HEK293 TRPC4beta/mu-opioid cells; AID 2247, 2010; 0.39% of 300,000 active; B-score at 10 µM; Short transient receptor potential channel 4 (Mus musculus), Q9QUQ5; DAMGO-evoked Fluo4 calcium flux; stronger effect = lower value;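 active = B-score over 3 SD under the library average, no early fluorescence shift, positive overall ratio signal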
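material = TRPC4beta/mu-opioid receptor HEK293 cell line | probe or stimulus = sequential submaximal and maximal DAMGO stimulation | compound dosing = one concentration per compound | measured by = Fluo4 Ca2+ flux fluorescence | evaluation = integrated fluorescence ratio relative to baseline, converted to per-well B score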
TRPC6 inh = mouse TRPC6 channel inhibitors, primary screen, cell-based, HEK293, membrane potential dye. 1.1% of 310,000 active. B-score at 10 µM. AID 2553, 2010. ACh-evoked depolarization; stronger effect = lower value. Short transient receptor potential channel 6 (Mus musculus), Q61143;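 active = B-score under library mean minus 3 SD, initial fluorescence not abnormally high, positive integrated signal ratio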;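 also: B-score derived from integrated fluorescence ratio over the kinetic read; more negative B-score means stronger inhibition of depolarization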
MrgX1 antag = antagonists of human MrgX1 receptor, primary screen, HEK293 cells, Fluo-4 calcium flux. B-score at 10 µM. AID 588676, 2011. BAM8-22 antagonism; stronger effect = lower value. 1.3% of 310,000 active. Mas-related G-protein coupled receptor member X1 (Homo sapiens), Q96LB2;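 active = calcium-response B-score plate-corrected more than 3 library SD below zero, starting fluorescence within 5 deviations, no agonist response on first addition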;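 also: peak minus trough fluorescence over baseline after final BAM8-22 challenge near maximal dose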
TRPC6 activator = mouse TRPC6 channel activators, primary screen, cell-based, HEK293, membrane potential dye. Short transient receptor potential channel 6 (Mus musculus), Q61143. HEK293-TRPC6 membrane potential dye fluorescence; stronger effect = higher value. B-score at 10 µM. 0.13% of 310,000 active. AID 2550, 2010;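 active = B-score of the integrated fluorescence ratio above library mean plus 3 SD, and starting fluorescence ratio within library mean plus 5 SD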;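 also: higher score means more depolarization so channel activation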
MrgX1 agonist = agonists of human MrgX1 receptor, primary screen, HEK293 cells, Fluo-4 calcium flux | Mas-related G-protein coupled receptor member X1 (Homo sapiens), Q96LB2 | 0.44% of 310,000 active | B-score at 10 µM | Fluo-4 calcium fluorescence, agonist mode; stronger effect = higher value | AID 588627, 2011;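 active = calcium response B-score plate-corrected fluorescence ratio at least 3 library SD, with starting fluorescence B-score inside 5 SD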
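times = overnight plating, then 30 min 37 °C plus 30 min room-temperature dye loading | assay system = stable human MrgX1 HEK293 cell line | input = fifteen thousand cells per well | signal = kinetic calcium dye fluorescence, Fluo-4 NW | dosing = compound delivered in addition one of three | read-out = B-scored fluorescence response ratio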
TRPC4 agonist = activators of mouse TRPC4 channel, primary screen, Fluo4 calcium, HEK293 TRPC4beta/mu-opioid cells; Fluo4 calcium fluorescence; stronger effect = higher value; B-score at 10 µM; 0.49% of 310,000 active;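 active = B-score above 5 SD of library B-scores, and initial fluorescence ratio not above library mean plus 5 SD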;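 also: positive B-score marks a calcium rise read as TRPC4 activation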
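system = HEK293 cells stably co-expressing mouse TRPC4beta and mu-opioid receptor | schedule = Fluo4 dye loading 45 min at room temperature, 110 s recording | measure = B-scored integrated calcium fluorescence ratio | signal = Fluo4 calcium-sensitive dye fluorescence, kinetic, 1 Hz baseline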
RGS4 inh = RGS4 inhibitors, primary screen, cell-based, HEK293 M3R inducible RGS4, calcium flux | Regulator of G-protein signaling 4 (Homo sapiens), P49798 | Fluo-4 calcium flux; stronger effect = higher value; triggered by carbachol at its EC20 | B-score at 10 µM | 0.45% of 310,000 active | AID 463165, 2010;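 active = B-score, a plate-corrected calcium signal, over three deviations above library mean, with baseline fluorescence within five deviations of library mean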;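 also: RGS4 expression induced by doxycycline in cells with stable M3 receptor; B-score is computed from the integrated fluorescence ratio over baseline after carbachol; higher B-score means a larger calcium signal and so more RGS4 inhibition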
MrgX1 PAM = positive allosteric modulators of MrgX1, primary screen, HEK293 cells, Fluo-4 calcium flux; FDSS; stronger effect = higher value; Mas-related G-protein coupled receptor member X1 (Homo sapiens), Q96LB2; 0.63% of 310,000 active; B-score at 10 µM; AID 588675, 2011;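 active = plate-corrected calcium response at least 3 library SD above typical, normal starting fluorescence, not activating the receptor alone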;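 also: compound read alongside a low EC10 to EC30 dose of BAM8-22 agonist; peak minus trough fluorescence over baseline measured at the second addition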
TMEM16A act = TMEM16A chloride channel activators or potentiators, primary screen, cell-based, HTS; Anoctamin-1 (Mus musculus), Q8BHY3; HEK293 TMEM16A/YFP-H148Q/I152L, iodide quench fluorescence; stronger effect = lower value; B-score at 10 µM; 0.3% of 340,000 active; AID 623877, 2012;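 active = fluorescence-ratio B-score plate-corrected deviation score at least 3 library SD below zero, with starting fluorescence score within 5 deviations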;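 also: channel opened by trigger with iodide after compound preincubation; score built on the fluorescence ratio of max minus min over baseline; more negative score means more quench and so TMEM16A activation or potentiation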
* marks the source's active call; other numbers are inactive results; i = inactive; x = not tested or not shown.

SMILES	TMEM16A inh	TRPC4 PAM	TRPC4 block	TRPC6 inh	MrgX1 antag	TRPC6 activator	MrgX1 agonist	TRPC4 agonist	RGS4 inh	MrgX1 PAM	TMEM16A act
CCC(=O)Nc1nnc(S(=O)(=O)N2c3ccccc3CC2C)s1 (configuration not stated)	i	i	i	i	i	i	i	i	i	i	i
Cc1cc(C)c(S(=O)(=O)N2CCN(C(=O)c3ccc(-n4cncn4)c([N+](=O)[O-])c3)CC2)c(C)c1	i	i	i	i	i	i	i	i	i	i	i
Cc1cc(C)cc(OC(=O)CCN2C(=O)C3C4C=CC(C5CC45)C3C2=O)c1 (configuration not stated)	i	i	i	i	i	i	i	i	i	i	i
O=C(Cc1ccccc1F)NNC(=O)c1ccncc1	i	i	i	i	i	i	i	i	i	i	i
CC(=O)/C(=C(/O)c1ccccc1)c1nc2ccccc2[nH]1	i	i	i	i	i	i	i	i	i	12*	i
O=C(O)CCC(=O)N1CCCC1	i	i	i	i	i	i	i	i	i	i	i
COc1ccccc1CC(NC(C)=O)C(=O)NC1CCN(C(=O)c2cccc(Cl)c2)CC1 (configuration not stated)	i	i	i	i	i	i	i	i	i	i	i
O=c1c(C=NCc2ccccc2)c(NCc2ccccc2)nc2ccccn12	i	i	i	i	i	i	i	i	i	i	i
Cc1ccc(C(=O)NCC(c2ccco2)N2CCc3ccccc32)cc1C (configuration not stated)	i	i	i	i	i	i	i	i	i	i	i
Cc1ccc(-c2ncns2)cc1	i	i	i	i	i	i	i	i	i	i	i
CC(=O)Cc1cc(O)c2ccccc2c1OC(=O)c1ccccc1	i	i	i	i	i	i	i	i	i	i	i
Cc1cccc2[nH]c(SCC(=O)N3CCOCC3)nc12	i	i	i	i	i	i	i	i	i	i	i
CCCCN(C(=O)c1ccc(NC(=O)C(C)C)cc1)c1ccccc1	i	i	i	i	i	i	i	i	i	i	i
CCC(C)c1ccccc1OCCCCN1CCCC1 (configuration not stated)	i	i	i	i	i	i	i	i	i	i	i
COc1cc(OC)c(S(=O)(=O)N2CCN(C(=O)c3ccccc3F)CC2)cc1NC(C)=O	i	i	i	i	i	i	i	i	i	i	i
COc1ccc(Cn2c(O)c(C=Nc3ccc(OC)cc3)c3ccccc3c2=O)cc1	i	i	i	i	i	i	i	i	i	i	i
COc1ccc(-c2[nH]ncc2CN(C)Cc2cc(C)[nH]n2)c(F)c1	i	i	i	i	i	i	i	i	i	i	i
Nc1nonc1-n1nnc(C(=O)N/N=C/c2cccs2)c1CSc1ccccc1	i	i	i	i	i	i	i	i	i	i	i
CC(C)OC(=O)Cn1c(=O)oc2ccccc21	i	i	i	i	i	i	i	i	i	i	i
COC(=O)c1nn(-c2ccc(Cl)cc2)c(=O)cc1Sc1ccccn1	i	i	i	i	i	i	i	i	i	i	i
CCC(C)N1CC(C(=O)O)CC1=O (configuration not stated)	i	i	i	i	i	i	i	i	i	i	i
COc1cc([N+](=O)[O-])cc(CN2CCCCC2)c1O	i	i	i	i	i	i	i	i	i	i	i
CC1(c2ccncc2)Nc2ccccc2-c2nc3ccccc3n21 (configuration not stated)	i	i	i	i	i	i	i	i	i	i	i
COc1ccc(CCNC(=S)N2CCC(Cc3ccccc3)CC2)cc1OC	100*	i	i	i	i	i	i	i	i	i	i
Cc1cc(NC(=O)Nc2cc(Cl)sc2Cl)no1	i	i	i	i	i	i	i	i	i	i	i
Fc1ccc(NC(=S)N2CCc3ccccc32)cc1	i	i	i	i	i	i	i	i	i	i	i
CN(C)C(=O)c1ccc2c(c1[N+](=O)[O-])C(=O)c1ccccc1C2=O	i	i	i	i	i	i	i	i	i	i	i
COc1ccc(-c2cc(C(F)(F)F)nc(SCC(N)=O)n2)cc1	i	i	i	i	i	i	i	i	i	i	i
O=C(O)c1ccccc1C(=O)Nc1ccc(Nc2ccc([N+](=O)[O-])cc2[N+](=O)[O-])cc1	i	i	i	i	i	i	i	i	i	i	i
N#CCCN(C(=O)COC(=O)Cc1ccc(Br)cc1)c1ccccc1	i	i	i	i	i	i	i	i	i	i	i
Cc1cccc(C)c1OCC(=O)Nc1ncn[nH]1	i	i	i	i	i	i	i	i	i	i	i
Cc1ccc(NC(=O)CSc2nc(-c3ccco3)cc(C(F)(F)F)n2)cc1C	i	i	i	i	i	i	i	i	i	i	i
CC1C(=O)Nc2ccc(S(=O)(=O)N3CCN(c4cccc(C(F)(F)F)c4)CC3)cc2NC1=O (configuration not stated)	i	i	i	i	i	i	i	i	i	i	i
CCOC(=O)c1cc(NC(=O)Nc2cc(C)ccn2)c(C)nc1C	i	i	i	i	i	i	i	i	i	i	i
COC(=O)c1ccc(Cl)c(NC(=O)CN(c2ccc(OC)c(OC)c2)S(C)(=O)=O)c1	i	i	i	i	i	i	i	i	i	i	i
Cc1nc(NC(=O)COC(=O)C(NC(=O)c2ccco2)C(C)C)c(Cl)cc1Cl (configuration not stated)	i	i	i	i	i	i	i	i	i	i	i
COc1ccc(Br)cc1C1Nc2cccc3cccc(c23)N1	i	i	i	i	i	i	i	i	i	i	i
O=C(CN1C(=O)C2C3C=CC(C3)C2C1=O)Nc1nc2ccccc2[nH]1 (configuration not stated)	i	i	i	i	i	i	i	i	i	i	i
COc1ccc(C2C3C(C)=NN=C3CC(C)(O)C2C(C)=O)cc1 (configuration not stated)	i	i	i	i	i	i	i	i	i	i	i
COc1ccc(NC(=O)CN(C)C(=O)c2ccc(OCc3ccccc3)c(OC)c2)cc1	i	i	i	i	i	i	i	i	i	i	i
O=C(OCN1C(=O)c2ccccc2C1=O)c1ccc(Cl)nc1	i	i	i	i	i	i	i	i	i	i	i
c1ccc(Cc2ccc(OCCn3cncn3)cc2)cc1	i	i	i	i	i	i	i	i	i	i	i
Cc1ccc(S(=O)(=O)Cc2ccc(C(=O)N3CCC(C(N)=O)CC3)o2)cc1	i	i	i	i	i	i	i	i	i	i	i
Cn1c2ccccc2c2n[nH]c(=O)nc21	i	i	i	i	i	i	i	i	i	i	i
O=C(COc1cccc2c1CCNC2=O)Nc1ccc(Cl)cc1	x	i	i	i	x	i	x	i	i	x	i
CCCCN(C)CCNC(=O)C(=O)c1c(C)[nH]c2ccccc12	i	i	i	i	i	i	i	i	i	i	i
COc1ccc(-c2cc(C)no2)cc1S(=O)(=O)NCCc1ccco1	i	i	i	i	i	i	i	i	i	i	i
Cc1ccc(NS(=O)(=O)c2ccc(Cl)s2)cc1S(=O)(=O)N(C)C	i	i	i	i	i	i	i	i	i	i	i
CS(=O)(=O)Oc1ccc(/C=N/NC(=O)c2ccncc2)cc1	i	i	i	i	i	i	i	i	i	i	i
Cc1c(Br)c([N+](=O)[O-])nn1CC(=O)Nc1ccc(C(C)C)cc1	i	i	i	i	i	i	i	i	i	i	i

More entries follow:
SMILES	TMEM16A inh	TRPC4 PAM	TRPC4 block	TRPC6 inh	MrgX1 antag	TRPC6 activator	MrgX1 agonist	TRPC4 agonist	RGS4 inh	MrgX1 PAM	TMEM16A act
CN(C)c1nc(N)nc(CSc2ccccn2)n1	i	i	i	i	i	i	i	i	i	i	i
COc1ccc(NC(=S)NN2CCN(C)CC2)cc1OC	i	i	i	i	i	i	i	i	i	i	i
O=C(NC1CCCCC1)c1cc(-n2cnnc2)ccc1Cl	i	i	i	i	i	i	i	i	i	i	i
C=CCOc1c(OC)cc(/C=N/Nc2cccc(C(=O)O)c2)c(Br)c1Br	i	i	i	i	i	i	i	i	i	i	i
CCN(CC)CCn1c2c(c(SCC(=O)Nc3ccc4c(c3)OCO4)nc1=O)CCC2	i	i	i	i	i	i	i	i	i	i	i
O=C1CCC(=O)N1OCCCOc1ccc2c(c1)CCC2	i	i	i	i	i	i	i	i	i	i	i
COc1cccc(NC(=O)C(C)C)c1	i	x	x	x	i	x	i	x	x	i	i
O=C1NCCN1CCNS(=O)(=O)c1ccccc1[N+](=O)[O-]	i	i	i	i	i	i	i	i	i	i	i
CCOC(=O)c1c(C)[nH]c(C(=O)CSc2nnc(-c3cccs3)n2Cc2ccccc2)c1C	i	i	i	i	i	i	i	i	i	i	i
O=[N+]([O-])c1cc(-c2csc(NCCc3nc4cc(Cl)c(N5CCCCC5)cc4n3CCCO)n2)ccc1Cl	i	i	i	i	i	i	i	i	i	i	i
CCOc1ccc(S(=O)(=O)Nc2ncn[nH]2)cc1	i	i	i	i	i	i	i	i	i	i	i
O=c1c2ccccc2ncn1C1CCCCC1	i	i	i	i	i	i	i	i	i	i	i
Cc1ccc(-n2ncc(C(=O)N3CCN(C(=O)c4ccco4)CC3)c2-n2cccc2)cc1	i	i	i	-5.3*	i	i	i	i	i	i	i
CC(C)(C)C(=O)Nc1nnc(CC(=O)NCc2ccccc2)s1	i	i	i	i	i	i	i	i	i	i	i
Cc1cc(NC(=O)c2ccc(Cn3nc(C)c(Br)c3C)o2)no1	i	i	i	i	i	i	i	i	i	i	i
CC(=O)c1sc(NC(=O)C2(F)C(F)(F)C(F)(F)C(F)(F)C(F)(F)C2(F)F)nc1C	100*	x	x	x	i	x	i	x	x	i	i
O=C(c1ccco1)N(Cc1cccs1)C1CCS(=O)(=O)C1 (configuration not stated)	i	i	i	i	i	i	i	i	i	i	i

An unsorted share of the library. About 5.8% of those tested had a hit in this group.
